ANO1 activ = activators or potentiators of mouse TMEM16A chloride channel; HEK293 TMEM16A/YFP-H148Q/I152L, iodide quench fluorescence; stronger effect = lower value; B-score at 10 µM; 0.3% of 340,000 active; AID 623877;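 active = fluorescence-ratio B-score plate-corrected deviation score at least 3 library SD below zero, with starting fluorescence score within 5 deviations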;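 note: channel opened by trigger with iodide after compound preincubation; score built on the fluorescence ratio of max minus min over baseline; more negative score means more quench and so TMEM16A activation or potentiation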
Target sequence (Q8BHY3 whole entry, looked up): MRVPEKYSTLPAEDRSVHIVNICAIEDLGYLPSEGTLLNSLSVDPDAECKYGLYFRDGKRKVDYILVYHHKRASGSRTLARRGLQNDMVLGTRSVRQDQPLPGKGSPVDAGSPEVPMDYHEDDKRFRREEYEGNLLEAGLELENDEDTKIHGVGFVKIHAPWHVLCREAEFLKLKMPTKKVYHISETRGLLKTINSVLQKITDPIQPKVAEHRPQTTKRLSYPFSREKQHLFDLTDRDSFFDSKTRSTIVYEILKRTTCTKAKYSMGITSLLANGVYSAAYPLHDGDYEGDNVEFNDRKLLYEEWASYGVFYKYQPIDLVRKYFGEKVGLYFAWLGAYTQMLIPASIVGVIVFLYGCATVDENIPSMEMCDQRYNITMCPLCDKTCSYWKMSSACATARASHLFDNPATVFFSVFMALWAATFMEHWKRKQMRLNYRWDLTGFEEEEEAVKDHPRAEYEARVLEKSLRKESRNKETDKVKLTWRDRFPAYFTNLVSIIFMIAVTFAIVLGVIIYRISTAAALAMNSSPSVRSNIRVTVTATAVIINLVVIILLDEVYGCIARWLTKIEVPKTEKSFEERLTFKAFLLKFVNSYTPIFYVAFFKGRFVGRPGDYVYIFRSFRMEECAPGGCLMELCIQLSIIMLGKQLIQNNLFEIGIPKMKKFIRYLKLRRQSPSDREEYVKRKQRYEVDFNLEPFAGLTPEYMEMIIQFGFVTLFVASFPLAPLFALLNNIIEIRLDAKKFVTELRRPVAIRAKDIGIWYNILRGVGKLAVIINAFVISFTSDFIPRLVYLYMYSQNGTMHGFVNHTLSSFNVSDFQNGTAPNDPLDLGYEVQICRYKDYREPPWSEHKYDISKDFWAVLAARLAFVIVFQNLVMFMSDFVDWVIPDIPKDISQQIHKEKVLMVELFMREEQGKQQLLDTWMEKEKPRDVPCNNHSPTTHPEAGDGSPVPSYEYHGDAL
Calls only; i = inactive.

Sample of the layout (two entries):
mol | ANO1 activ
COc1cc(Br)c(CC2c3cc(OC)c(OC)cc3CCN2C)cc1OC (stereo unspecified) | i
Nc1nc2c(ncn2C2CCCC2)c(=O)[nH]1 | i

Main list, previewed entries included:
mol | ANO1 activ
COc1cc(Br)c(CC2c3cc(OC)c(OC)cc3CCN2C)cc1OC (stereo unspecified) | i
Nc1nc2c(ncn2C2CCCC2)c(=O)[nH]1 | i
CCOc1cc2c(cc1O)C(=NO)CC1C2CCC2(C)C(O)CCC12 (stereo unspecified) | i
Cn1cc(/C=C2\SC(=S)N(NC(=O)c3cccc(Cl)c3)C2=O)c2ccccc21 | i
CC(NC(=O)COC(=O)CN1C(=O)NC2(CCCC2)C1=O)c1ccc(F)cc1 (stereo unspecified) | i
Cc1ccc(NS(=O)(=O)c2ccccc2F)cc1S(=O)(=O)N1CCCCCC1 | i
CC(O)CNc1nc(N)[nH]c(=O)c1N=Nc1ccccc1 (stereo unspecified) | i
CCCOc1c(Br)cc(C(=O)OCc2cc(=O)n3ccsc3n2)cc1OC | i
COc1ccc(-c2sc(Nc3cccc4ccccc34)n[n+]2C)c(C)c1C | i
CCC1(O)C(=O)OCc2c1cc1n(c2=O)Cc2cc3cc(O)ccc3nc2-1 (stereo unspecified) | i
CCOC(=O)C1=CN(Cc2ccco2)S(=O)(=O)NC1c1ccc(C(F)(F)F)cc1 (stereo unspecified) | i
CCCCCCSc1cccc(-c2nc3ccc(Cl)cn3c2NCCCC)c1 | i
CCOc1ncccc1C(=O)OC(C)C(=O)Nc1ccc(Cl)cn1 (stereo unspecified) | i
CCOC(=O)/C(C#N)=C/Nc1cc(C(=O)OCC)cc2c(OC)c(OC)ccc12 | i
COC(=O)c1c(C)[nH]c(C(=O)COC(=O)Cn2cc(C(F)(F)F)ccc2=O)c1C | i
Cc1cccc(NC(=O)c2cccc(S(=O)(=O)N(C)c3ccccc3)c2)n1 | i
CCC1(c2ccc(F)cc2)NC(=O)N(CC(=O)Nc2cccc(S(=O)(=O)N3CCOCC3)c2)C1=O (stereo unspecified) | i
Cc1cccc(CN2CCC(CNC(=O)Nc3ccccc3F)CC2)c1 | i
COc1cccc(Oc2c(C)oc3c(CN4CCOCC4)c(O)ccc3c2=O)c1 | i
Cc1ccc(S(=O)(=O)N2CCOCC2)cc1NC(=O)COC(=O)c1cnc(Cl)c(Cl)c1 | i
CCN(CC)CCCNc1ccc2ncn3c4ccc(O)cc4c(=O)c1c23 | i
NC1=NOC(=O)C1C1CCCCC1 (stereo unspecified) | i
CCC[C@@H]1C[C@@H](C(=O)N[C@H]([C@@H](C)O)[C@H]2O[C@H](SC)[C@H](O)[C@@H](O)C2O)N(C)C1 (stereo partly specified) | i
O=C(O)C1(Nc2ccc(Cl)cc2)CCCC1 | i
O=c1c(O)c(-c2ccccc2)oc2ccccc12 | i
CCOC(=O)C1=C(Cc2ccc(OC)cc2)C(=O)c2ccccc2C1=O | i
COc1ccc(C2=NNC(=O)C2(C)Br)cc1 (stereo unspecified) | i
CCOc1ncccc1C(=O)OCC(=O)NC1CCCCCC1 | i
CN(CC(=O)Nc1ccc(Cl)c(C(F)(F)F)c1)C(=O)C1CCN(C(=O)c2ccc(Cl)cc2)CC1 | i
O=C1C=CC(=O)N1c1cccc2cccnc12 | i
CCOC(=O)C1=C(COC(=O)c2ccc(C)c(S(=O)(=O)N3CCOCC3)c2)NC(=O)NC1C (stereo unspecified) | i
CCOc1ccc(NC(=O)/C(C#N)=C\c2ccc(N3CCCC3)c(C)c2)cc1 | i
CCN(CC)CCOC(=O)c1ccc(NC(=O)c2cn(-c3ccccc3)nc2-c2cccs2)cc1 | i
O=S(=O)(c1ccc(F)cc1)N1CCN(CC(O)COCC2CCCO2)CC1 (stereo unspecified) | i
CCOC(=O)C1CCCN(C(=O)C(CCSC)NC(=O)COc2ccccc2)C1 (stereo unspecified) | i
COc1cc2c(c(OC)c1OC)C(c1ccccc1C)CC(=O)O2 (stereo unspecified) | i
CC(=O)N[C@@H](Cc1c[nH]c2ccccc12)C(=O)OCC(=O)Nc1ccc2c(c1)OCO2 | i
CCN(Cc1nc2cc(Cl)ccc2c(=O)[nH]1)C(=O)c1cc2c(s1)CCCCC2 | i
COCc1c(C(=O)Nc2ccc(C)c(S(=O)(=O)N3CCOCC3)c2)oc2ccccc12 | i
Cc1cc(NC(=O)C(Cl)Cl)cc2c1OCO2 | i
O=[N+]([O-])c1cccc2nc3ccccc3c(NCCCn3ccnc3[N+](=O)[O-])c12 | i
CC(Sc1nc(C(F)(F)F)nc2ccccc12)C(=O)NC1CCCC1 (stereo unspecified) | i
Cc1ccc(NC(=O)CNC(=O)c2ccc(OC(F)F)cc2)cc1S(=O)(=O)N1CCCCCC1 | i
CCCCNC(=O)C(C#N)c1nc2ccccc2nc1N1CCN(Cc2ccc3c(c2)OCO3)CC1 (stereo unspecified) | i
Oc1cccc(-c2nnc(-c3cccc(O)c3)nn2)c1 | i
CCN(CC)CCCC(C)Nc1nccc2c(Cl)cccc12 (stereo unspecified) | i
C=CS(=O)(=O)N(Cc1ccccc1)[C@H](CO)CC(C)C | i
NC(=O)C1(N2CCCC2)CCN(Cc2ccccc2)CC1 | i
OC(c1ccccc1)(c1ccccc1)c1nccn1-c1ccccc1 | i
Nc1ccn(C2OC(COP(=O)(O)O)C(O)C2O)c(=O)n1 (stereo unspecified) | i
Cc1ccc(C(=O)NNC(=O)c2ccc3ccccc3c2)cc1 | i
O=C(COC(=O)c1ccc(O)cc1O)NC(=O)c1ccccc1 | i
O=C(NCCC(=O)N(Cc1ccco1)Cc1cccs1)c1ccc([N+](=O)[O-])cc1 | i
O=c1[nH]c2ccccc2c2ccc(Cl)cc12 | i
CCN(CC)CCOC(=O)C(c1ccccc1)C1CCCCC1 (stereo unspecified) | i
Cc1cccc(C)c1NC(=O)COC(=O)c1cc(S(=O)(=O)Nc2ccc(Cl)cc2)ccc1O | i
COC(=O)/C(=C/c1cn(C(C)=O)c2ccccc12)[N+](=O)[O-] | i
COc1ccc(N2CCN(CC(=O)Nc3ccc(C)cc3Br)CC2)cc1 | i
CC(=O)Nc1sc(C)c(C)c1C(=O)OCC(=O)NC(C)c1ccccc1 (stereo unspecified) | i
O=C1c2ccccc2-c2c1c1ccccc1c(=O)n2CCO | i

(next part)
mol | ANO1 activ
COc1ccccc1-c1cc(C(F)(F)F)nc(S(=O)(=O)CCCC(=O)Nc2cccnc2Cl)n1 | i
Cc1cc2c(SCC(=O)Nc3ccccc3O)ncnc2s1 | i
Cc1[nH]c2ccccc2c1C(=O)COC(=O)C1CC(O)CN1S(=O)(=O)c1ccc(Cl)cc1 (stereo unspecified) | i
Cc1cc(C)c(OCC(=O)Nc2nnc(C3CC3)s2)c(C)c1 | i
CNN/C(N=Cc1ccc([N+](=O)[O-])s1)=N\S(=O)(=O)c1cc(C)c(Cl)cc1SCc1ccccc1 | i
CC(C)c1ccc(S(=O)(=O)c2ccc(NN)cc2)cc1 | i
NS(=O)(=O)c1cc(C(=O)OCC(=O)NC2CCCCCCC2)ccc1Cl | i
O=C(CN1CCN(C(=O)C2CC2)CC1)Nc1ccc(Cl)cc1F | i
C=C1C(=O)O[C@H]2[C@H]1[C@H](OC(=O)/C(C)=C\C)C[C@]1(CO1)[C@@H]1[C@H](OC(C)=O)C=C(C)[C@]21O | i
Cc1ccc(O)c(C(=O)C=Cc2ccccc2)c1 | i
COc1cc2ccccc2ccc1=NO | i
COc1ccccc1NC(=O)CN1CCN(CC(=O)Nc2ccccc2F)CC1 | i

3 neighbouring compounds out of the list so far, quoted:
mol | ANO1 activ
COc1ccccc1-c1cc(C(F)(F)F)nc(S(=O)(=O)CCCC(=O)Nc2cccnc2Cl)n1 | i
Cc1cc2c(SCC(=O)Nc3ccccc3O)ncnc2s1 | i
Cc1[nH]c2ccccc2c1C(=O)COC(=O)C1CC(O)CN1S(=O)(=O)c1ccc(Cl)cc1 (stereo unspecified) | i

(listing goes on)
mol | ANO1 activ
COc1ccc(NC(=O)COC(=O)CN2C(=O)c3ccccc3C2=O)cc1 | i
O=C(COC(=O)c1ccccc1O)NC(=O)NCc1ccccc1 | i
COc1cccc(C(=O)NCCCc2ccccc2)c1OC | i
CN(CC(=O)O)Cc1oc(CO)cc(=O)c1O | i
Cc1ccc(-c2cc(C(=O)OCC(=O)NC3CC3)c3ccccc3n2)cc1 | i
O=C(/C=C1\C(=O)Nc2ccccc21)/C=C1\C(=O)Nc2ccccc21 | i
O=P1(NC2CCCCC2)OCC2(CO1)COP(=O)(NC1CCCCC1)OC2 (stereo unspecified) | i
Nc1nc(SCc2ccccc2)cc(SCc2ccccc2)n1 | i
Nc1nc(SCc2ccccc2)c2ncn(C3CCCO3)c2n1 (stereo unspecified) | i
CCCCN(CCCC)c1nn[nH]n1 | i
Cc1cccc(Oc2ncccc2[N+](=O)[O-])c1C | i
NS(=O)(=O)c1cccc(NC(=O)CSc2n[nH]c(-c3ccccc3Br)n2)c1 | i

Part of the list above in order of SMILES length, low to high.
mol | ANO1 activ
COc1cccc(C(=O)NCCCc2ccccc2)c1OC | i
Nc1nc(SCc2ccccc2)cc(SCc2ccccc2)n1 | i
COc1ccc(NC(=O)COC(=O)CN2C(=O)c3ccccc3C2=O)cc1 | i
Cc1ccc(-c2cc(C(=O)OCC(=O)NC3CC3)c3ccccc3n2)cc1 | i
O=C(/C=C1\C(=O)Nc2ccccc21)/C=C1\C(=O)Nc2ccccc21 | i

Other compounds:
compound	ANO1 activ
COc1ccccc1NC(=S)NN=C(C)c1ccccn1	i
CCN(CC)S(=O)(=O)c1cccc(NC(=O)c2ccc(S(=O)(=O)N3CCCC3)cc2)c1	i
CSCCC(NC(=O)c1ccccc1)C(=O)N1CCN(Cc2ccc(Cl)cc2)CC1 (stereo unspecified)	i
COc1ccc(N2CCN(C(=O)COC(=O)[C@@H](NC(=O)c3ccccc3Cl)C(C)C)CC2)cc1	i
COc1cc(OC)c(N(C)S(=O)(=O)c2cccc(C(=O)Nc3nc(C)cs3)c2)cc1Cl	i
CCN(C(=O)COC(=O)[C@H](C)N=C1NS(=O)(=O)c2ccccc21)C1CCS(=O)(=O)C1 (stereo partly specified)	i
COc1ccc(C(=S)N2CCN(c3ccccc3C)CC2)cc1OC	i
CN(C)c1ncnc2c1ncn2C1CCCCO1 (stereo unspecified)	i
CCN(CC)CCN1C(=O)C(=O)/C(=C(/O)c2ccc(Cl)cc2)C1c1ccncc1 (stereo unspecified)	i
C=C(C)COC(=O)C1CC2OC2CC1C(=O)OCC(=C)C (stereo unspecified)	i
CC1(c2ccccc2)NC(=O)N(CC(=O)N(CC(=O)Nc2ccccc2C(F)(F)F)Cc2ccco2)C1=O (stereo unspecified)	i
O=C1C[C@@H]2c3c(cccc3CN1Cc1ccccc1Cl)C[C@@H](O)[C@H]2O	i
COc1ccc(S(=O)(=O)N2CCCCC2)cc1NC(=O)Cc1cccc(C(F)(F)F)c1	i
Cc1cnc(NC(=O)CC2OC(=O)c3ccccc32)s1 (stereo unspecified)	i
CN(Cc1ccco1)C(=O)CN1C(=O)NC(c2ccccc2)(c2ccccc2)C1=O	i
CCOc1ccc(NC(=O)COC(=O)c2ccc3ncsc3c2)cc1OCC	i
Cc1ccc(NC(=O)CCN2C(=O)NC(C)(C)C2=O)cc1F	i
CC1CCN(C(=O)COC(=O)CNC(=O)c2ccccc2F)CC1	i
O=C1C(c2ccccc2)c2ccccc2N1Cc1ccccc1 (stereo unspecified)	i
CCOC(=O)C1(NC(=O)C2(N3C(=O)c4ccccc4C3=O)CCCC2)CCCC1	i
COc1ccc(N(C)S(=O)(=O)c2ccc(Cl)c(C(=O)NNC(=O)c3ccccc3O)c2)cc1	i
COc1ccc(C2CC(=O)Oc3cc(OC)c(OC)c(OC)c32)cc1 (stereo unspecified)	i
C[C@@H]1CN([C@H](C)CO)C(=O)Cc2cc(NC(=O)CCC(F)(F)F)ccc2O[C@@H]1CN(C)S(=O)(=O)c1ccccc1	i
N#CC(C#N)=C1CCCc2sccc21	i
O=C(NCCc1ccccc1F)C1CC(=O)N(c2cccc(C(F)(F)F)c2)C1 (stereo unspecified)	i
Cc1cc(NC(=O)CON=C(N)CC(=O)Nc2ccccc2Cl)ccc1Br	i
COc1ccccc1NC(=O)CN1C(=O)NC2(CCCc3ccccc32)C1=O (stereo unspecified)	i
CCn1c(SCC(=O)NCCCN2CCCC2=O)nnc1-c1cccc(C)c1	i
NC(=O)C1=CC2C3C=CC2(O)C(=O)OC3O1 (stereo unspecified)	i
CCCn1nc(C(=O)Nc2ccc3nc(N4CCOCC4)sc3c2)ccc1=O	i
COc1ccc(S(=O)(=O)N2CCOCC2)cc1NC(=O)COc1ccc(C(C)=O)cc1OC	i
C=C1C(=O)OC2C=C(CO)C3OC3C3OC3(C)CC(OC(=O)/C(=C/C)COC(C)=O)C12 (stereo unspecified)	i

The list goes on, starting with the last 2 of the part before.
compound	ANO1 activ
COc1ccc(S(=O)(=O)N2CCOCC2)cc1NC(=O)COc1ccc(C(C)=O)cc1OC	i
C=C1C(=O)OC2C=C(CO)C3OC3C3OC3(C)CC(OC(=O)/C(=C/C)COC(C)=O)C12 (stereo unspecified)	i
CCN(CC)CC1CN(N=Cc2ccc([N+](=O)[O-])o2)C(=O)O1 (stereo unspecified)	i
CC(=O)Nc1cccc(OCc2cccc([N+](=O)[O-])c2)c1	i
CCCCCCCN(c1ccccc1)[C@@H]1C[C@H]2CCCC(=O)N3CC[C@@H](C1)[C@@H]23	i
O=S(=O)(Cc1ccc(Cl)cc1Cl)c1ccc(Cl)cc1	i
CCOC(=O)C(Cc1c[nH]c2cc([N+](=O)[O-])ccc12)(NC(C)=O)C(=O)OCC	i
CN(Cc1ccccc1Cl)C(=O)C1CC(=O)N(c2ccc3c(c2)OCCO3)C1 (stereo unspecified)	i
CCC1(CC)NC(=O)N(CC(=O)OCC(=O)c2cc(C)c(C)cc2C)C1=O	i
CC[n+]1c(C)cc2c(sc3ccccc32)c1C	i
O=C(Oc1cccc2ccccc12)c1ccccc1	i

Some of the compounds tested; count on the stated rates, not on these rows.
